TRAIL sens C8: caspase-8 TRAIL sensitization. NB7+C8 cells + TRAIL, ATPlite viability luminescence. inhibition (viability loss, TRAIL sensitization), % at 10 µM. actives 1% (n = 360,000). AID 624354;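 active = compounds causing at least 50% loss of cell viability in the single-dose screen, relative to plate controls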
LMP1 NFkB inh: reduces LMP1-driven NF-kappaB luciferase signal | inhibition, % at 12.5 µM | LMP1-induced NF-kappaB luciferase reporter cells, luminescence | actives 0.69% (n = 350,000); in the data active = inhibition above about 41%;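 also: 0% = neutral control wells and 100% = reference inhibitor control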
TRPM1 prom inh: MITF TRPM1 promoter inhibition in SK-MEL-5 cells | SK-MEL-5 TRPM1 promoter luciferase, 24 h | inhibition, % at 12.5 µM | actives 0.83% (n = 330,000) | AID 488899;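 active = mean inhibition across replicates of 60% or more, whatever share of single replicates reaches that level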; also: values of inactives mirror those of a sister screen read the other way
hiPSC survival: increases survival of single human iPS cells | hiPSC single-cell survival, ATPlite luminescence; 100% = ROCK inhibitor wells, 0% = DMSO | survival enhancement, % at 20 µM | actives 0.044% (n = 360,000) | AID 602274; in the data active = survival enhancement above about 18%;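 also: cells exposed to compounds for 16 hours before the ATP read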
KKLEB tox: CF airway cell cytotoxicity counter-screen. KKLEB CF airway cells viability, ATPlite luminescence, overnight; active compounds read low; cells stimulated with P. aeruginosa culture filtrate. activity change (cytotoxicity), % at 5 µM. actives 0.36% (n = 360,000);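 active = corrected activity change at or below -50% at 5 µM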
Shn3 3UTR inh: Schnurri-3 reporter inhibition in Clone20 osteoblasts | Clone20 osteoblast Shn3 3'UTR firefly luciferase, 24 h | actives 0.52% (n = 360,000) | inhibition, % at 12.5 µM;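 active = mean inhibition of at least 75% with every replicate also reaching 75%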;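 also: 0% = median of neutral control wells and 100% = pilot-screen positive control compound; some compounds past the cut are filed as inactive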
CF NFkB block: inhibitors of cystic fibrosis induced NF-kB | KKLEB NF-kB-GFP reporter, PAF-induced, GFP fluorescence overnight | inhibition, % at 5 µM | actives 0.86% (n = 360,000) | AID 588850;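 active = at least 50% inhibition at 5 µM, scaled per plate between neutral and stimulator controls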;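 also: PAF is a Pseudomonas aeruginosa culture filtrate used as stimulus; plate controls were PAF-stimulated DMSO wells for no effect and unstimulated DMSO wells for full effect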
Peg3 promoter: Peg3 promoter activity inhibition. inhibition, % at 20 µM. actives 1.7% (n = 360,000). AID 588405. HeLa PEG-Prom luciferase reporter, luminescence, overnight;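 active = inhibition of at least 50% at 20 µM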
NR2E3 ag-1: human photoreceptor-specific nuclear receptor agonism. Q9Y5X4. CHO-S Gal4-NCOR/VP16-NR2E3 two-hybrid, luciferase. inhibition of corepressor binding, % at 3.98 µM. actives 0.35% (n = 360,000). AID 602229;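 active = inhibition above the mean of all tested compounds plus 3 SD, cut at about 70% in these data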;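 also: 0% = DMSO with NR2E3 transfected cells and 100% = cells lacking NR2E3 construct; higher means lower luciferase signal from less NR2E3 corepressor binding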
Target sequence (Q9Y5X4 whole entry, looked up, the tested form may be a part): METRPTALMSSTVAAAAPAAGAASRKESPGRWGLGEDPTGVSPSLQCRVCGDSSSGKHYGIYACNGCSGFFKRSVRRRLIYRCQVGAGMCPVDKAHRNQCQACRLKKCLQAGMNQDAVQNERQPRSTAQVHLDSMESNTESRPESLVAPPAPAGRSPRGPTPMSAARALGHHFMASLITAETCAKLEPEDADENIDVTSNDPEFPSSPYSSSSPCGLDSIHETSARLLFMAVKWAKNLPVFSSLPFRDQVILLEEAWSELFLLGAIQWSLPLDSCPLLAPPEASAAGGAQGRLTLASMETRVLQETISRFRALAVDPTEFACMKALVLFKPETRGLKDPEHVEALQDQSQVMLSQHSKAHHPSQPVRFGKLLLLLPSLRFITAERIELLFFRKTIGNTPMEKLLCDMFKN
HIF-2a inh: HIF-2a inhibition | 786-0 RCC cells HIF-2a reporter, luciferase luminescence, overnight | inhibition, % at 18.8 µM | actives 0.72% (n = 360,000) | AID 624352;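 active = inhibition of the luminescence signal of 40% or more relative to plate controls, in a single-dose primary screen at 18.75 µM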
NR2E3 ag-2: agonists of human nuclear receptor NR2E3 | AID 2300 | GST-NR2E3/biotin-RetCOR TR-FRET, 1536-well | actives 0.12% (n = 320,000) | Q9Y5X4 | inhibition of corepressor binding, % at 4.78 µM;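 active = percent inhibition above the cutoff of mean plus 3 SD of all tested compounds, set per screening campaign, cut at about 20% in these data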;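 also: 0% = DMSO wells and 100% = biotin wells as full block of FRET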
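system = GST-tagged NR2E3 plus biotinylated RetCOR corepressor | input = 1.35 nM GST-NR2E3 | also added = 7 nM biotin-RetCOR | schedule = 5 h incubation at 4 °C | measured by = TR-FRET with europium anti-GST and streptavidin-D2, 340 nm excitation | read-out = percent loss of FRET ratio relative to control wells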
* marks the source's active call; other numbers are inactive results; · = not tested or not shown. The list is partial (hit frequency here may not be typical).

Below each SMILES: TRAIL sens C8	LMP1 NFkB inh	TRPM1 prom inh	hiPSC survival	KKLEB tox	Shn3 3UTR inh	CF NFkB block	Peg3 promoter	NR2E3 ag-1	HIF-2a inh	NR2E3 ag-2
1. Cc1cccc(-c2c3c(=O)n(C)c(=O)n(C)c3cn2C(C)(C)C)c1
  -4	0	3	-3.2	-4	-2	-23	0	2	10	2
2. CNC(=O)CCc1[nH]c2ccccc2c1Sc1ccccc1
  -6	3	-4	0.7	-8	17	4	12	-30	18	0
3. COc1ccc(C(=O)NCc2nnc(SCC(=O)N3CCCCC3)o2)cc1
  -6	-10	-3	-2.1	-10	-16	10	16	1	5	0
4. NNC(=S)NCc1cccnc1
  9	0	4	-0.4	-2	-3	0	6	-10	23	2
5. Cc1ccc(NC(=S)N2CCC(C(=O)c3ccc(F)cc3)CC2)cc1C
  -9	-6	-8	-0.8	7	20	-15	15	-11	0	·
6. O=c1cc(O)nc2n1CCCS2
  -11	-8	3	-2.4	-2	9	6	4	-10	19	0
7. NC(=O)c1cccc2c1C(=O)N(C1CCCCC1)C2
  -12	-7	·	2.7	8	10	-4	14	-30	8	2
8. CC(C)NC(=O)c1ccc2sc([C@H]3C[C@H](O)[C@@H](CO)O3)nc2c1
  -10	·	·	-1.9	0	-10	1	-4	-21	3	·
9. CCc1nnc(NC(=O)Nc2ccc(OC)cc2)s1
  3	-7	-84	-1.1	5	-52	-13	-185	-56	-178	-5
10. Cc1csc(NC(=O)c2ccncc2)n1
  14	-6	2	-0.2	14	-10	6	-19	0	-17	3
11. COCC(=O)OC1CCn2c1nc1c2C(=O)C(C)=C(NC(C)=O)C1=O (configuration not stated)
  69*	87*	86*	-3.4	-68*	89*	91*	85*	6	24	·
12. O=C(NNC(=O)C1CCCC1)c1ccc(F)cc1
  9	-7	3	-0.5	-1	-5	5	2	-34	1	0
13. O=C(NC1CCCC1)C(c1ccc(N2CCOCC2)cc1)N(C(=O)c1ccco1)c1ccccc1F (configuration not stated)
  -3	-7	-15	-0.5	-5	25	5	6	-28	10	1
14. COc1cc(CN(C2CC2)S(=O)(=O)c2ccccc2Br)cc(OC)c1
  -10	1	0	0.1	-4	16	1	25	-6	10	·
15. COCCCNC(=O)Cn1cc(C(=O)c2cccs2)c2ccccc21
  -10	2	11	-0.9	4	4	-1	-9	-23	-4	-1
16. Cc1onc(-c2c(F)cccc2Cl)c1C(=O)OCN1C(=O)c2ccccc2C1=O
  -8	-13	3	0.8	-9	0	1	0	-2	2	5
17. O=C(C1=C[C@H](C2CC2)C[C@H](OCc2ccc(CO)cc2)O1)N1CCN(Cc2ccccc2)CC1
  -18	11	8	1.5	-1	12	-8	19	7	-5	5
18. COc1ccc(/C=N/Nc2ccc(C(F)(F)F)cc2[N+](=O)[O-])cc1
  4	-8	16	1.7	-3	-24	17	14	14	3	-2
19. COC(=O)c1cc(COC(=O)c2nc3nc(C)cc(C)n3n2)oc1C
  -4	-5	7	1.1	1	0	4	1	-59	13	3
20. CCc1cc(=O)oc2cc(C)cc(OC(C)C(=O)NCCN3CCOCC3)c12 (configuration not stated)
  -21	-2	-11	-0.1	3	-17	-5	14	5	12	0
21. COC(=O)c1ccccc1NC(=O)CSc1nnc(Cc2ccc(Cl)cc2)o1
  -7	1	8	-0.5	3	-16	0	9	1	2	0
22. COc1ccc(CCC(=O)Nc2cnc3ccccc3c2)cc1
  1	-9	-26	-0.3	-4	-11	-2	-121	-22	-158	-1
23. Cc1ccc(-n2cc3c(=O)n(C)c(=O)n(C)c3c2)cc1C
  3	-6	-52	1.0	7	-30	5	-143	-27	-103	-1
24. COc1ccccc1/C=C(/C(=O)OCC(N)=O)c1ccccc1
  -13	-9	3	1.0	13	7	-13	1	-6	14	-3
25. c1ccc(Cn2nnc3c(NCc4ccc5c(c4)OCO5)ncnc32)cc1
  13	10	13	-0.3	-3	12	0	24	3	1	0
26. CCOC(=O)C1=C[C@@H](C(C)(C)C)N(S(=O)(=O)c2ccc(C)cc2)[C@H]1c1ccc(C)cc1
  4	·	·	7.0	4	14	2	20	6	-17	·
27. CCCNS(=O)(=O)/C=C/c1ccccc1
  0	6	3	-0.2	0	16	4	10	5	20	1
28. COc1ccc(NC(=O)C(CCS(C)(=O)=O)N2C(=O)c3ccccc3C2=O)cc1 (configuration not stated)
  -9	-4	1	-2.8	9	-1	2	2	0	21	-5
29. O=C1c2ccc(-c3ccc(F)cc3OCc3ccccc3)cc2S(=O)(=O)c2cccc(C(=O)N3CCN(c4ncc(Cl)cc4Cl)CC3)c21
  -18	-5	2	-0.9	3	-7	-22	6	6	-3	·
30. CCC(=O)N1CCc2cc(Br)cc(S(=O)(=O)C3(C(=O)OC)CC3)c21
  -19	6	13	3.6	-2	6	9	16	-36	14	0
31. CC(C)CC(=O)NC(=S)Nc1sc2c(c1C(N)=O)CCC2
  -5	-21	-48	2.0	10	-38	-15	-198	-45	-224	-2
32. CC(C)CC(=O)N1CCN(Cc2cccc([N+](=O)[O-])c2)CC1
  -5	3	·	-0.8	-9	-16	12	-4	30	14	-1
33. CSc1ccc(/C=C/C(=O)NC23CC4CC(CC(C4)C2)C3)cc1
  -1	-24	-26	0.9	-6	-11	11	-189	-26	-134	-1
34. CC(=O)Nc1ccc(CN2CCN(CC(C)C)C(CCO)C2)cc1 (configuration not stated)
  1	4	-8	0.2	3	12	6	8	-14	2	0
35. COc1ccc(NC(=O)N2CCC(NC(=O)c3ccco3)CC2)cc1
  -13	8	-2	-2.0	-4	4	-10	6	21	26	2
36. Cc1cccc(NS(=O)(=O)c2nnc(NC(=O)c3ccc(Cl)cc3)s2)c1
  1	-6	9	0.6	-4	4	20	-20	-7	-19	4
37. O=S1(=O)CC(O)C(N=Nc2c(O)n(Cc3ccccc3)c3ccccc23)C1 (configuration not stated)
  -2	2	1	-0.7	4	-10	-6	10	7	11	2
38. O=C1N(C2CCCC2)C[C@@H]2C[C@@H](c3cccn3-c3nccs3)N3CCC[C@@]123
  -3	6	11	-0.6	-17	-7	0	6	-35	14	4
39. CSc1ccc(OC2(C)CCN(Cc3ccc4c(c3)OCCO4)C2)cc1 (configuration not stated)
  11	·	·	1.0	-7	-19	-4	-25	-17	-6	·
40. O=c1[nH]c(=S)[nH]nc1Cc1ccc(Cl)c(Cl)c1
  -4	6	2	0.2	-5	3	-8	9	-13	17	-2
41. Cn1c(=O)c(-c2ccccc2)c(O)c2ccccc21
  -3	1	17	2.2	0	12	8	11	-3	9	2
42. N#CC(=Nc1ccccc1)c1ccccc1
  -12	-6	-26	6.6	1	8	-3	-26	-24	-68	·
43. Fc1ccc(C2CC(c3ccco3)=Nc3ccccc3S2)cc1 (configuration not stated)
  -5	-5	2	-1.2	-4	-14	2	-27	-32	-108	-4
44. Cc1cc(Br)ccc1NC(=O)CNC(=O)CSc1n[nH]c(N)n1
  -9	-5	-6	1.1	4	0	-4	-103	2	-57	1
45. Fc1ccc(CN(Cc2ccccc2)C(c2cccs2)c2nnnn2C2CCCCC2)cc1 (configuration not stated)
  14	-1	5	-2.4	-9	79	24	20	-13	27	-2
46. Cc1nc(N2CCN(C(c3ccccc3)c3ccccc3)CC2)[nH]c(=O)c1C
  3	1	-8	-0.9	-3	1	-9	0	-15	14	·
47. COC(=O)/C(=C/c1cccc([N+](=O)[O-])c1)NC(=O)c1ccc(OC)cc1
  7	-7	-4	4.0	0	3	9	-30	-27	-104	3
48. CCc1ccc(OC)c(S(=O)(=O)Nc2ccc(Cc3ccncc3)cc2)c1
  32	24	8	0.5	2	82	2	7	99*	27	-1
49. CC1CN(CC(O)COc2ccc(C(C)C)cc2)CC(C)O1 (configuration not stated)
  8	-1	7	-2.7	6	2	4	-3	-8	12	1
50. O=C(Nc1ccccc1)C1=C(O)CC(c2ccoc2)CC1=Nc1ccccc1 (configuration not stated)
  7	-1	-5	-2.2	4	27	17	-78	-16	15	2
51. c1ccc2c3n(nc2c1)CCCCO3
  -12	2	-6	-1.5	12	6	14	-15	-13	-5	2
52. Cc1cnc(C(=O)OC(C)C(=O)Nc2ccc(Oc3ccccc3)cc2)cn1 (configuration not stated)
  2	71*	-24	0.3	14	-26	-5	-35	18	-58	1
53. CN(C)c1ccc(CNC(=O)C2Cc3c(-c4cccc(C(N)=O)c4)ccnc3O2)cc1 (configuration not stated)
  22	·	·	1.3	-6	-14	6	3	-8	7	·
54. CCCCC12CN3CCN(CC(C3)/C1=N\NC(=O)c1ccccc1N)C2
  -5	-1	-9	-1.8	7	-33	3	-40	-41	-153	-1
55. CCOc1ccc(-c2c[n+](=O)c3c(n2[O-])CCCC3)c(OCC)c1
  -11	0	-8	-1.6	10	-1	3	6	8	1	-2

Limited to LMP1 NFkB inh, TRPM1 prom inh and TRAIL sens C8 (2 entries from above):
No. | mol | LMP1 NFkB inh | TRPM1 prom inh | TRAIL sens C8
33 | CSc1ccc(/C=C/C(=O)NC23CC4CC(CC(C4)C2)C3)cc1 | -24 | -26 | -1
34 | CC(=O)Nc1ccc(CN2CCN(CC(C)C)C(CCO)C2)cc1 (configuration not stated) | 4 | -8 | 1

Compound activity from PubChem.
